VP16 counter: counter-screen for ROR gamma inhibitors: Gal4-VP16 reporter; Drosophila S2 Gal4-VP16 UAS-luciferase, luminescence, 20 h; Potency, µM (doses to about 53.6 µM), for the others: at the highest dose activity, negative = inhibition, usual class: inhibitors; 310,000 tested, 3.5% active;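 also: Gal4-VP16 expression switched on by copper sulfate through the metallothionein promoter; potency is read from the fitted curve at half-maximal effect; % is scaled to controls: 0 for no effect and ±100 for the full control effect; nearly all actives have a fitted effect of over 50% in size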
Rab9 prom act: activates the Rab9 promoter; Huh7 Rab9 promoter-luciferase reporter, luminescence, 24 h; Potency, µM (titrated, usually from 9.22 µM), inactives show top-dose activation, negative = inhibition, hits mostly activators; 320,000 tested, 2.8% active; also: potency is read from the fitted curve at half-maximal effect; % of control where 0% means no effect; nearly all actives have a fitted effect of over 60% in size
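Luminescence read-out: Huh7 cells stably expressing Rab9-luciferase, treated 24 h with compound at 37 °C, then lysed with luciferase reagent for 10 min at ambient before reading.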
FLuc modulator: inhibits or activates purified firefly luciferase, miR-21 counter-screen | purified FLuc, Km substrates, luminescence inhibition | Potency, µM (titrated, usually from 57.5 µM), inactives show top-dose activity change, negative = inhibition, hits mostly inhibitors | 360,000 tested, 6.9% active | P08659;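 also: potency is read from the fitted curve at half-maximal effect; plate controls were vehicle for no effect and reference inhibitor for full effect; nearly all actives have a fitted effect of over 55% in size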
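Purified P. pyralis luciferase (10nM final) with 10uM D-luciferin and 10uM ATP (Km levels) in 50mM Tris acetate pH 7.5, 10mM Mg acetate, 0.01% Tween-20, 0.05% BSA; qHTS 6-point titration, ~60 µM downward; luminescence read.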
RORg inh: inhibitors of mouse ROR gamma transcriptional activity. P51450. Drosophila S2 Gal4-RORgamma UAS-luciferase reporter, 20 h. Potency, µM (series often up to 53.6 µM), inactives show at the highest dose activity change, negative = inhibition, most hits filed as inhibitors. 310,000 tested, 5.4% active; also: potency is read from the fitted curve at half-maximal effect; % is scaled to controls: 0 for no effect and ±100 for the full control effect; nearly all actives have a fitted effect of over 60% in size
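In this cell-based reporter format, copper sulfate (700 uM final) drives Gal4–ROR gamma fusion expression from a metallothionein promoter in Drosophila Schneider cells; compounds preincubated 1 hr, reporter read after 20 hr at ambient temperature.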
ELG1 repair inh: ELG1-dependent DNA repair inhibition. Potency, µM (top dose mostly 46.1 µM), without a hit: top-dose activity change, negative = inhibition, most hits filed as inhibitors. AID 504467. 330,000 tested, 2.3% active. HEK293T ELG1-luciferase reporter, luminescence, 16 h; DNA damage induced by 5-fluorouridine; also: potency is read from the fitted curve at half-maximal effect; % is scaled to controls: 0 for no effect and ±100 for the full control effect; nearly all actives have a fitted effect of over 55% in size
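Overnight (16 hr) co-exposure of 2,000 cells/well to 5-fluorouridine and compound at 37 °C preceded detection. Luciferase was quantified via ONE-Glo luminescence; loss of signal denotes inhibition.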
ELG1 genotoxic: induces genotoxicity in HEK293T cells with luciferase-tagged ELG1; AID 504466; HEK293T ELG1-luciferase reporter, luminescence, 16 h; Potency, µM (titrated, usually from 46 µM), for inactives: at the highest dose activity change, positive = activation, most hits filed as activators; 330,000 tested, 1.3% active; also: potency is read from the fitted curve at half-maximal effect; % of control where 0% means no effect; nearly all actives have a fitted effect of over 60% in size
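DMSO vehicle served as control against compound-treated ELG1-luciferase HEK293T cells; exposure lasted 16 hr at 37 °C and 5% CO2, followed by ONE-Glo luminescence detection after 30 min.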
NPC1 prom act: NPC1 promoter activation | Huh7 NPC1 promoter luciferase reporter, 24 h | Potency, µM (series often up to 9.22 µM), without a hit: at the highest dose activation, hits mostly activators | 320,000 tested, 2.4% active | AID 485313;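 also: potency is read from the fitted curve at half-maximal effect; % of control where 0% means no effect; nearly all actives have a fitted effect of over 60% in size; reporter is driven by a mutant NPC1 promoter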
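Huh7 cells stably carrying NPC1 promoter–luciferase, plated in Opti-MEM with 10% FBS for 2 h, were exposed to compound in DMSO for 24 h at 37 °C; luciferase reagent was added for 10 min and luminescence read.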
p53 reactivation: mutant p53 re-activation in reporter cells | H1299 p53-A138V BP100-luciferase reporter, luminescence, 24 h | Potency, µM (series often up to 92.2 µM), for the others: top-dose activity change, positive = activation, most hits filed as activators | 320,000 tested, 0.063% active | AID 504706; also: potency is read from the fitted curve at half-maximal effect; % of control where 0% means no effect; nearly all actives have a fitted effect of over 45% in size
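H1299 (p53-null), stable ts p53-A138V + BP100-Luc; 1000 cells/well, Opti-MEM/10% FBS; cpd 4 pt, 1:5; 24 h, 37 deg C, 5% CO2; detection reagent 10 min RT; luminescence.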
BRCA1 expr up: activators of BRCA1 expression; Potency, µM (series often up to 46.1 µM), for the others: top-dose activation, hits mostly activators; MCF7-BRCA1-FFLuc reporter, luminescence, 48 h; response scale: scaled: vehicle 0%, 10 µM genistein 100%; 380,000 tested, 1.1% active; also: potency is read from the fitted curve at half-maximal effect; nearly all actives have a fitted effect of over 80% in size; some results filed as inactive show a strong effect at the top dose
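Activators of BRCA1 expression were detected as increased firefly luciferase luminescence in engineered MCF7 cells after 48 h compound incubation. Signals were scaled to genistein 10 microM as full activation.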
Tb PFK block: T. brucei PFK enzyme inhibition | O15648 | T. brucei PFK, ADP-Glo luminescence | Potency, µM (top dose mostly 57.5 µM), for the others: at the top dose activity, negative = inhibition, most hits filed as inhibitors | 330,000 tested, 0.17% active | AID 485367;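 also: potency is read from the fitted curve at half-maximal effect; 0% = uninhibited 1x PFK enzyme wells and -100% = no-enzyme wells; nearly all actives have a fitted effect of over 60% in size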
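Compounds were pin-transferred as a titration series up to 57 uM into substrate buffer (0.5 mM F6P, 0.1 mM ATP, pH 8.0), then 1.25 nM PFK was added and reactions ran 45 min before ADP-Glo detection.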
TRPV1 agonist: human TRPV1 agonism | AID 540275 | TRPV1-expressing cells, Fluo-8 calcium influx, agonist mode | activation, % at 8.33 µM | 320,000 tested, 0.19% active; in the data active = activation above about 80%; inconclusive = between about 30% and that limit; also: 0% is about no effect
Target sequence (Q8NER1 whole entry, looked up): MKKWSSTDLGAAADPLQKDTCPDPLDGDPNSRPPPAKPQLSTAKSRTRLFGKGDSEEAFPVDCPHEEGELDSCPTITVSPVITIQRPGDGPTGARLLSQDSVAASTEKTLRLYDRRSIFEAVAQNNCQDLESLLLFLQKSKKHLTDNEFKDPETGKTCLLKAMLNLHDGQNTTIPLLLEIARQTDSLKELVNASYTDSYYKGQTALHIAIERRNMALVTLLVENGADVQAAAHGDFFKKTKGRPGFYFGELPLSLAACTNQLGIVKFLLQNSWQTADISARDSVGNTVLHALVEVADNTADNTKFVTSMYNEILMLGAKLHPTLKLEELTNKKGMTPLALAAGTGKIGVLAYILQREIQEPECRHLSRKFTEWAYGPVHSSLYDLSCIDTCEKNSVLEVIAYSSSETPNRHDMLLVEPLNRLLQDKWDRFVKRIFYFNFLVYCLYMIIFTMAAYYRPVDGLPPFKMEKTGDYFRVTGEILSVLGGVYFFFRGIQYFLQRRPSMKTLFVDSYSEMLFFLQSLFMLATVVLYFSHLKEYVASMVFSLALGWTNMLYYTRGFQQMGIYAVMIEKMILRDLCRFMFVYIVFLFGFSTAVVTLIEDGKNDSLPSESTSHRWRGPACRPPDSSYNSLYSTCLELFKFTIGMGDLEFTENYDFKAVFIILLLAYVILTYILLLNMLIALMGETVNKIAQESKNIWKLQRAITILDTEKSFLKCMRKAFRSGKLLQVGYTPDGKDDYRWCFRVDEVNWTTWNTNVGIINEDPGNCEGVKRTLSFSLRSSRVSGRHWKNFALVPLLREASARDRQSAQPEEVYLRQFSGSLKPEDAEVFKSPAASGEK
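TRPV1-expressing cells were cultured overnight at 35.5C and loaded with Fluo-8 calcium dye for 40 to 90 min at room temperature. After a 10 s baseline, compound was added and calcium influx was read kinetically for 3 min (ex 480/em 520 nm).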
The depositor's hits bear a star; ? = inconclusive; / = not tested or not shown; [ ] = another dose, or the depositor's remark. Unless noted, calls follow the shape of the dose curve; as a rule, active = well fitted curve in the direction sought with a large enough effect; inconclusive = small, poorly fitted or top-dose-only effect, or another doubt; inactive = no such curve, though single readings can be large; an effect the other way counts as inactive or inconclusive. No enrichment for hits; about 15% have a hit in one of these screens.

compound	VP16 counter	Rab9 prom act	FLuc modulator	RORg inh	ELG1 repair inh	ELG1 genotoxic	NPC1 prom act	p53 reactivation	BRCA1 expr up	Tb PFK block	TRPV1 agonist
O=C(O)c1ccc(NS(=O)(=O)c2cc(Cl)sc2Cl)cc1	0.1%	1.5%	-1.7%	-16.1%	11.1%	0.1%	1.4%	-1.0%	-3.1%	-1.4%	-1.1
O=C(NCc1ccc2c(c1)OCO2)C(=O)NCC(c1ccco1)N1CCN(c2ccccc2)CC1 (centres undefined)	-6.1%	-5.4%	2.8%	?	?	2.4%	0.1%	5.4%	-11.9%	2.5%	6.1
O=C(c1ccc(Cn2cc(Cl)c([N+](=O)[O-])n2)cc1)N1CCN(Cc2ccccc2)CC1	-11.2%	-23.2%	5.5%	1.8%	-18.2%	-6.5%	-13.2%	-3.9%	-17.6%	-23.4%	9.7
O=C(c1cccc2ccccc12)C1CCCN(C(=O)CCN2CCCO2)C1 (centres undefined)	0.2%	-0.9%	-6.7%	30.5%	-6.6%	-0.2%	-0.1%	1.8%	-7.2%	-2.2%	1.2
CC1(OC(=O)CCc2ccccc2)C(=O)C=C2C=C(c3ccc(C#N)cc3)N(CCc3ccccn3)C=C2C1=O (centres undefined)	0.3%	-2.0%	-0.2%	6.2%	2.5%	-0.6%	-6.8%	2.5%	-6.4%	4.3%	-0.7
Cc1ccc(S(=O)(=O)N2CCN(CC(=O)NC(C)c3ccccc3)CC2)cc1 (centres undefined)	/	1.6%	0.2%	/	8.7%	-0.3%	0.7%	-2.3%	-17.8%	10.9%	2.5
CCCCn1c(N)c(N(CC(C)C)C(=O)CN(C)Cc2cccc(OC)c2)c(=O)[nH]c1=O	3.5%	-1.4%	14.1%	-6.1%	10.8%	0.8%	-3.2%	-0.2%	16.4%	0.7%	1.2
Cc1ccccc1OCC(=O)Nc1nc2ccccc2[nH]1	?	2.24µM*	3.38µM*	7.08µM*	?	24.0%	?	17.9%	46.3%	1.3%	6.6
Cc1ccc(S(=O)(=O)N2CCN(c3ncnc4sccc34)CC2)cc1C	/	-27.1%	-2.9%	/	?	-0.9%	-11.0%	-12.9%	-64.4%[inhibitor]	0.4%	8.6
CCn1c(O)c(N=N)c2ccccc21	-19.2%	1.9%	0.8%	15.7%	?	12.3%	-4.6%	-0.7%	-11.6%	-0.4%	-1.4
O=C(NC(=S)Nc1ccccc1)c1ccc(-c2ccccc2)cc1	4.47µM*	?	-10.6%	3.55µM*	?	7.1%	?	?	76.9%	2.9%	-0.2
CCOc1ccccc1C1c2[nH]c3ccccc3c2C[C@H]2C(=O)N(C3CC3)CC(=O)N12 (some centres undefined)	-2.3%	6.6%	2.8%	19.1%	-6.7%	-3.3%	5.6%	-6.0%	8.1%	-9.6%	8.9
Cc1cc(NC(=O)c2cnn3c(C(F)F)cc(-c4ccccc4)nc23)no1	?	0.2%	5.2%	-12.3%[10 µM]	8.2µM*	-8.4%	-3.8%	2.0%	-26.2%	-1.5%	29.0
Cc1ccc(NC(=S)NNC(=O)c2ccccc2OC(F)F)cc1	-14.0%	-1.6%	-1.8%	?	0.7%	-1.1%	-6.8%	?	-51.9%	4.8%	4.7
COc1ccc(Cn2c(O)c(/C=C3/C=CC=N3)c(=O)[nH]c2=O)cc1	-0.9%	-1.1%	-0.1%	-1.9%	2.6%	9.2%	3.0%	5.2%	-12.4%	0.6%	25.3
CCOC(=O)CC1C(=O)NCCN1C(=O)c1cc2c(=O)n3ccccc3nc2s1 (centres undefined)	-9.4%	-6.6%	-6.4%	-15.2%	28.0%	0.9%	6.4%	1.6%	/	0.6%	4.4
Cc1ccccc1-n1nnnc1SC(C)C(=O)NC1CCCc2ccccc21 (centres undefined)	-12.6%	1.7%	2.7%	17.4%	?	-7.9%	-3.5%	-5.0%	-26.1%	-0.4%	21.6
COc1ccc(OC)c(NC(=O)CCN2CCCCCC2)c1	-7.8%	-6.5%	0.0%	-18.9%	-2.1%	5.1%	-8.2%	-9.0%	38.8%	0.2%	-3.4
C=CCn1c(COc2ccc(F)cc2)nnc1SCC(=O)N1CC(=O)Nc2ccccc21	-1.4%	16.6%	-0.5%	23.8%	1.3%	-0.7%	-3.0%	-5.0%	-25.4%	-0.8%	0.1
O=S(=O)(c1ccccc1)c1ccc(NCc2ccco2)cc1	1.6%	0.8%	-1.8%	38.3%	?	-8.0%	2.3%	-3.7%	3.1%	0.6%	-0.6
Cn1c(Oc2ccc(Cl)c3cccnc23)nc2c1c(=O)n(Cc1ccccc1Cl)c(=O)n2C	-7.2%	-4.6%	4.2%	-25.1%	-8.9%	-0.2%	-2.9%	-2.9%	/	2.2%	1.9
O=C(/C=C/c1ccc(Cl)cc1)Nc1ccc(S(=O)(=O)Nc2ncccn2)cc1	0.5%	-0.1%	?	-4.7%	-18.8%	5.0%	0.3%	-1.6%	-1.0%	2.4%	-2.1
CC(=O)NCCn1ccc2ccccc21	/	0.6%	5.8%	-7.7%[0.365 µM]	8.2%	-0.4%	-1.3%	-12.7%	19.3%	-4.6%	0.4
COC(=O)c1c(N)sc(C(=O)NCCc2ccccc2)c1C	4.47µM*	?	0.0953µM*	2.51µM*	?	0.231µM*	?	-5.8%	?	-18.1%	2.9
Oc1ccc(C2=NNC(c3ccc(O)cc3)=NN2)cc1	-1.2%	2.4%	-2.4%	-17.9%	1.4%	3.1%	6.6%	-2.0%	-4.5%	-2.3%	2.2
O=C(O)c1ccc(CSc2nnc(SCc3ccccc3)s2)cc1	16.6%	1.1%	?	?	19.7%	-0.6%	-3.8%	11.1%	-24.4%	-1.0%	0.9
COc1ccc(C(=O)OCC(=O)NC(=O)NC2CCCC2)c(O)c1	24.2%	-1.4%	1.3%	24.2%	4.1%	-2.0%	-3.7%	1.9%	0.2%	2.5%	-2.6
Cc1ccc(C(C(=O)Nc2ccc(C(C)C)cc2)N(C)C(=O)c2ccc(=O)[nH]c2)cc1 (centres undefined)	-3.1%	4.2%	1.1%	-29.8%	?	-2.5%	-6.0%	-2.5%	-2.9%	1.0%	7.0
O=C(Cn1c(=O)n(Cc2ccccc2)c(=O)c2ccccc21)NCc1ccco1	27.0%	2.4%	4.1%	8.1%	14.0%	-8.2%	-2.2%	-0.5%	4.1%	2.5%	5.2
CCOC(=O)c1cccc(C(=O)Nc2nc3ccc(OC)cc3s2)n1	?	1.58µM*	0.477µM*	11.2µM*	?	-5.6%	2.24µM*	14.4%	?	1.6%	-1.1
COc1ccc(NC(=O)c2c3c(nc4ccccc24)CCC3)cc1	-4.4%	1.7%	4.0%	-9.4%	-11.7%	?	2.9%	-2.5%	-2.1%	0.8%	6.3
NC(=S)N/N=C/c1ccccc1OC(=O)c1cc2ccccc2oc1=O	7.08µM*	-19.4%	21.3µM*	7.08µM*	?	8.1%	0.2%	?	11.8%	-4.6%	0.6
Cc1cc(C2C(=O)C(C(=O)c3ccc(Cl)cc3)C(=O)CC2(C)C)on1 (centres undefined)	0.8%	-0.3%	-0.2%	-7.3%	-10.0%	1.0%	-0.2%	-5.3%	-2.5%	-5.7%	-1.0
CCOc1ccc(C2C(C#N)=C(N)Oc3n[nH]c(C)c32)cc1OC(=O)C1CC1 (centres undefined)	1.9%	-0.3%	0.1%	18.5%	?	13.2%	-3.7%	-1.0%	-10.5%	3.5%	-2.9
CC(=O)CC(=O)Nc1nc(C)cc(C)n1	-7.3%	3.2%	-0.2%	-7.3%	-1.5%	4.4%	-0.8%	-3.7%	0.0%	-2.9%	0.5

Source: PubChem BioAssay (National Center for Advancing Translational Sciences (NCATS))
